Compound activity: PubChem BioAssay, several laboratories
RmlCD inh 1536 = inhibitors of Mycobacterium tuberculosis RmlC and RmlD coupled enzymes; RmlC+RmlD coupled enzyme assay, percent inhibition; primary screen in compound mixtures; inhibition, % at 3.6 µM; 0.03% of 160,000 active; in the data active = inhibition mostly above about 34%, no sharp cut-off; inconclusive = no clear call, values can overlap the other calls; inactive = mostly below about 22%; note: some results filed as inactive read as strong as hits
Target sequence (P9WH09 whole entry, looked up): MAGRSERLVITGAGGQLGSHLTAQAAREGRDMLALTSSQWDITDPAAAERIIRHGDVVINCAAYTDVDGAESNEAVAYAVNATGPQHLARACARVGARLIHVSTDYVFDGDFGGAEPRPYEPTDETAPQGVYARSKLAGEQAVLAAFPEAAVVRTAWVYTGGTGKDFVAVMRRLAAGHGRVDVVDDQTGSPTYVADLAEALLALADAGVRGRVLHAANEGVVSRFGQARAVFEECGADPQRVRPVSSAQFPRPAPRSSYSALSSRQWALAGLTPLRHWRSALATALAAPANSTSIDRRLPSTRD
Target sequence (P9WH11 whole entry, looked up): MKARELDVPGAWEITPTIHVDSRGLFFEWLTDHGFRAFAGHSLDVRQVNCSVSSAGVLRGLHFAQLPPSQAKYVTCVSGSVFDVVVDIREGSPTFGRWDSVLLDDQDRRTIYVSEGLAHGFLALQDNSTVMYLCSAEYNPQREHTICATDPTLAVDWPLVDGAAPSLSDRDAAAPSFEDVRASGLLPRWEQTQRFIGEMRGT
M. tuberculosis GlmU = inhibition of mycobacterial GlmU enzyme – biochemical, glucosamine-1-phosphate acetyltransferase (AID 1376) | M. tuberculosis GlmU acetyltransferase enzyme assay; higher % means a stronger effect | 0.25% of 220,000 active | inhibition, %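 (tested at 30 µM in the primary screen)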; hits with a dose series show IC50 in µM; in the data active = inhibition above about 13%; inconclusive = no clear call, values can overlap the other calls;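 note: 0% = complete reaction with vehicle and 100% = reaction without substrate; strong numbers were not always called active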
Starred values were filed as active, the others as inactive; ? = inconclusive; / = no result given.

SMILES	RmlCD inh 1536	M. tuberculosis GlmU
CC1(C(=O)Nc2cccc(C(F)(F)F)c2)CO1 (stereo unspecified)	-7.5	-5.0%
Cc1cccc(Oc2nc(-c3ccncc3)nc3ccccc23)c1	15.7	6.6%
FC(F)(F)c1ccc(N2CCN(c3cc(-c4ccccc4)nc4ncnn34)CC2)nc1	101.8	4.8%
COc1ccc(NS(=O)(=O)c2ccc(NC(=O)c3ccc(N(C)S(C)(=O)=O)cc3)cc2)c(OC)c1	-13.6	3.3%
Cc1cc(C)cc(N2C(=O)CC(n3nc(C)cc3C)C2=O)c1 (stereo unspecified)	-4.8	5.7%
CCOc1ccc(NC(=S)NC23CN4CN(CN(C4)C2)C3)cc1	-2.3	2.2%
CCOC(=O)c1oc2ccccc2c1CN1CCN(c2ccccc2)CC1	34.7	1.2%
Cc1cc(C)c2c(n1)sc1c(N3CCCCC3)ncnc12	-12.9	5.4%
O=S(=O)(c1cccc(C(F)(F)F)c1)N1CCN(C(=S)NCc2ccco2)CC1	7.8	-4.5%
COC(=O)n1c(=O)oc2ccccc21	11.1	7.4%
c1ccc(CCc2nn3c(Cn4nnc5ccccc54)nnc3s2)cc1	9.0	0.8%
CCCCOC(=O)c1cccc(NC(=O)CCC(=O)O)c1	/	9.4%
CS(=O)(=O)N(CC(=O)O)c1cc(Cl)cc(Cl)c1	-5.8	-7.6%
CCn1c(/C=C2/C(=O)N(C)c3ccccc32)nc2ccccc2c1=O	0.0	2.3%
COc1ccccc1C(=O)N1CCC(C(=O)c2ccc(F)cc2)CC1	-4.0	-3.7%
CN1/C(=C\C(=O)COC(=O)Cn2nnc(-c3ccccc3)n2)C(C)(C)c2ccccc21	/	-7.6%
CC(C)c1ccc(Nc2nc(CC(=O)O)cs2)cc1	-5.2	9.4%
O=C(NCC1CCCO1)C12CN(Cc3ccccc3)CC1C(c1cccc([N+](=O)[O-])c1)=NO2 (stereo unspecified)	-8.4	0.1%
NC1=NC(=Nc2ccc(Cl)cc2)c2ccccc21	5.1	6.3%
N#Cc1nc(-c2ccc(F)cc2)oc1N1CCCC1	-6.3	/

Single values from the entries so far.
CN1/C(=C\C(=O)COC(=O)Cn2nnc(-c3ccccc3)n2)C(C)(C)c2ccccc21 – M. tuberculosis GlmU: -7.6%
COc1ccccc1C(=O)N1CCC(C(=O)c2ccc(F)cc2)CC1 – RmlCD inh 1536: -4.0
N#Cc1nc(-c2ccc(F)cc2)oc1N1CCCC1 – RmlCD inh 1536: -6.3

Next entries.
SMILES	RmlCD inh 1536	M. tuberculosis GlmU
COC(=O)c1ccccc1NC(=O)Cn1nnc(-c2ccc(OC)cc2)n1	/	-1.0%
CC1=C(C(=O)OCC2CCCO2)C(c2ccc(Cl)c(Cl)c2)NC(=O)N1 (stereo unspecified)	9.7	3.0%
c1ccc2c(c1)[nH]c1nc(SCCN3CCOCC3)nnc12	/	-6.0%
O=C(N/N=C\c1cccs1)c1ccccc1-n1cccc1	?	5.4%
CC(=O)Nc1ccc(-c2nc3c(C)cccc3[nH]2)cc1	25.0	-2.9%
O=c1cc(N2CCN(c3ccccc3)CC2)[nH]c(=O)n1Cc1ccc(F)cc1	6.8	-5.5%
CC(c1ccc(F)cc1)n1c(Cn2ncc3ccccc3c2=O)n[nH]c1=S (stereo unspecified)	-6.8	9.4%
Cc1ccc(C)c(-n2cc(CNCCCn3cccn3)c(-c3ccccc3)n2)c1	0.0	-2.5%
c1ccc(-c2nnc(CN3CCN(C(c4ccccc4)c4ccccc4)CC3)o2)cc1	-6.2	0.1%
O=C(CC(C(=O)O)C1CCCO1)NCc1ccccc1 (stereo unspecified)	/	-3.3%
CC1=CC(C)(C)Nc2ccc(OC(=O)C(C)N3C(=O)c4ccccc4C3=O)cc21 (stereo unspecified)	/	8.6%
COc1ccc(N2CCN(C3CC(=O)NC3=O)CC2)cc1 (stereo unspecified)	/	6.2%
O=c1c(Cl)c(NCCCO)cnn1-c1nc2ccccc2[nH]1	12.1	1.4%
N/C(=N\OS(=O)(=O)c1ccc(Br)cc1)c1ccncc1	15.6	1.2%
CCCC(C)NC(=O)c1cc(Cl)ccc1OC (stereo unspecified)	9.9	3.0%
C/C(=N\Nc1nc2ccccc2s1)c1ccc(Br)s1	/	5.5%
O=C(N/N=C/c1ccncc1)C1CC1(c1ccccc1)c1ccccc1 (stereo unspecified)	3.8	-0.5%
Cc1cccc(NC(=S)NCC(c2cccnc2)N(C)C)c1 (stereo unspecified)	5.7	-1.4%
O=S(=O)(c1ccccc1F)N1CCN(CC(O)c2ccccc2)CC1 (stereo unspecified)	-8.0	-0.5%
O=C(Cn1nc(C(F)F)cc1C1CC1)NCCC1=CCCCC1	/	-3.1%
Cc1ccc(-c2nc(N(C)C3CCN(C)CC3)c3ccccc3n2)cc1	/	11.1%
Cc1cccnc1CN1CCN(C(=O)c2cc(COc3ccc4ncccc4c3)on2)CC1	40.8	-1.7%
O=C(COC(=O)c1n[nH]c2ccccc12)Nc1cccc(S(=O)(=O)N2CCOCC2)c1	1.7	7.0%
O=C(CSc1nc2ncc(Cl)cc2[nH]1)N(Cc1ccccc1)C1CCS(=O)(=O)C1 (stereo unspecified)	-1.6	-2.2%
O=C(Nc1cccnc1)Nc1ccccn1	-8.6	5.1%
CCOc1ccc(NC(=O)c2cccc(OC(=S)N3CCOCC3)c2)cc1	-3.4	2.8%
COc1ccc(OC)c(NC(=O)c2cc3sccc3n2C)c1	/	-6.5%
CCCCC1S/C(=N/N=C/c2cccs2)NC1=O (stereo unspecified)	/	-0.1%
Cc1ccc(S(=O)(=O)N2CCCCC2)cc1C(=O)Nc1ncn[nH]1	24.8	/
CCOC(=O)Cc1nn(C(C)C)c(=O)c2ccccc12	48.9	3.2%
COc1cccc(/C=N/NC(=O)c2cccc([N+](=O)[O-])c2)c1OS(=O)(=O)c1ccc(C)cc1	5.4	-1.5%
O=C(C1=C[C@@H]2[C@H]3C(=O)N(c4ccccc4Cl)C(=O)[C@H]3[C@@H](C(=O)c3ccc(Cl)cc3)N2C=C1)c1ccccc1	-4.7	2.3%
C[C@@H](C(=O)Nc1ccc2ccccc2c1)[C@@H]1C[C@@]1(C)[C@@H](NC(=O)c1cnccn1)c1ccccc1	/	-1.9%
CC(/C=N/Nc1nc(C)cc(C)n1)=C\c1ccc(C(C)C)cc1	/	1.4%
CN(C)C(/C=C/Nc1cccc([N+](=O)[O-])c1)=C(C#N)C#N	-6.7	-0.1%
CN(C)c1ccc(/C=C2\N=C(c3ccc(Cl)c([N+](=O)[O-])c3)NC2=O)cc1	/	8.2%
CS(=O)c1ccccc1-c1nc(-c2cc(C(F)(F)F)cc(C(F)(F)F)c2)no1 (stereo unspecified)	-2.9	/
CS(=O)(=O)N1CCN(C(=O)c2ccc(Br)s2)CC1	9.8	-2.2%
Cn1c(C(=O)O)c(CC(=O)NCc2cccnc2)c2ccccc21	/	1.0%
CCc1nnc(NS(=O)(=O)c2ccc(N=Cc3c(C)[nH]n(-c4ccc(Cl)cc4)c3=O)cc2)s1	/	0.9%
O=C(COC(=O)c1cc(Cl)ccc1[N+](=O)[O-])NCc1ccc(Cl)cc1Cl	-8.3	-2.0%
O=C(Cc1ccccc1)Nc1c[nH]c(=O)[nH]c1=O	-11.7	1.9%
CCN(C(=O)c1cccs1)c1nc(-c2ccc(OC)cc2)cs1	8.7	-0.3%
COc1cc(C(=O)NC(=S)Nc2ccc3c(c2)OCO3)cc(OC)c1OC	39.9	8.7%
COC(=O)Nc1sc(C)nc1-c1ccccc1	/	-0.2%
Cc1ccccc1CC1(CO)CCCN(C(=O)c2ccccc2N(C)C)C1 (stereo unspecified)	-7.5	-4.4%
Cc1cccc(CSc2nnc([C@@H]3CCCN3)o2)c1	6.2	-1.9%
CCOC(=O)C(=Cc1cn(C)c2ccc(S(=O)(=O)N(C)C)cc12)C(=O)OCC	11.9	3.0%
Cc1cc(C)n(CC(O)COCc2ccco2)n1 (stereo unspecified)	/	0.4%
Clc1cccc(OCCN2CCNCC2)c1	-5.9	-0.3%

Additional entries follow:
SMILES	RmlCD inh 1536	M. tuberculosis GlmU
O=C1c2ccccc2CCC12N=NCC2c1ccc(Br)cc1 (stereo unspecified)	10.9	5.6%
COc1ccc(NC(=O)COC(=O)/C=C/c2ccccc2[N+](=O)[O-])cc1	-10.7	9.0%
COc1ccc(N2C(=O)CC(NC34CC5CC(CC(C5)C3)C4)C2=O)c(OC)c1 (stereo unspecified)	-8.9	-0.1%
OCCOCCn1c(-c2ccccc2)nc(=S)c2c1CCCC2	-10.4	-5.5%
N#Cc1ccccc1OCC(=O)Nc1c(C(=O)C2CC2)oc2ccccc12	-9.8	1.0%
Cc1cc(Cl)c(S(=O)(=O)N2CCN(c3ccc(F)cc3)CC2)cc1OCC(=O)NC1CCCCC1	1.5	3.1%
C=CCn1c(-c2ccc(OC)c(OC)c2)cs/c1=N\c1ccccn1	15.6	1.1%
O=C(O)c1[nH]c2ccccc2c1CC(=O)N1CCOCC1	-13.5	-0.7%
O=C(COC(=O)c1ccc(OC(F)F)cc1)NCCCN1CCCC1=O	5.9	4.5%
O=C(CSc1ccc(-c2ccncc2)nn1)c1ccccc1	-3.4	-3.3%
COc1ccc(C2(CNC(=O)c3ccc(OC)c([N+](=O)[O-])c3)CCCCC2)cc1OC	21.2	6.0%
CC(C)NC(=O)CN1CCN(c2ncccn2)CC1	-5.0	2.6%
O=C1/C(=C/c2ccncc2)N2CCC1CC2	-4.0	-0.7%
CC(NC(=O)c1cccc(C(F)(F)F)c1)C1CCCO1 (stereo unspecified)	-5.5	-1.7%
O=C(COc1ccc([N+](=O)[O-])cc1)N1CCN(c2nnc(-c3ccccc3)c3ccccc23)CC1	/	-0.2%
O=C(NCc1cc(C(F)(F)F)cc(C(F)(F)F)c1)C12CN(Cc3ccccc3)CC1C(c1cccc([N+](=O)[O-])c1)=NO2 (stereo unspecified)	-9.1	-0.8%
O=S(=O)(NCCCc1ccccc1)c1cccc2nsnc12	/	-0.2%
CCNC(=S)N/N=C/c1cc(C)n(-c2ccc(Cl)cc2)c1C	-7.9	-1.0%
Cc1cc(/C=N/n2cnnc2)c(C)n1-c1cccc(Cl)c1	63.9	/
CC1(C)CC(=O)CC(=NCC(=O)O)C1	0.3	0.2%

Full records, looked up by structure:
Results for O=S(=O)(NCCCc1ccccc1)c1cccc2nsnc12 : RmlCD inh 1536: /; M. tuberculosis GlmU: -0.2%
Results for O=C(COc1ccc([N+](=O)[O-])cc1)N1CCN(c2nnc(-c3ccccc3)c3ccccc23)CC1 : RmlCD inh 1536: /; M. tuberculosis GlmU: -0.2%
Results for CC(NC(=O)c1cccc(C(F)(F)F)c1)C1CCCO1 (stereo unspecified) : RmlCD inh 1536: -5.5; M. tuberculosis GlmU: -1.7%

Further results:
SMILES	RmlCD inh 1536	M. tuberculosis GlmU
O=C1CCc2cc(S(=O)(=O)NC(Cc3ccccc3)C(=O)NCC3CCCO3)ccc2N1 (stereo unspecified)	/	-4.6%
O=C(C1CCN(S(=O)(=O)c2cccc3cccnc23)CC1)N1CCN(c2ccc(Cl)cc2)CC1	-8.4	1.6%
Cc1ccccc1C(=O)Nc1cccc(N)c1	/	-5.2%
CC(C)CNC(=O)COC(=O)c1ccc(Cl)c(S(=O)(=O)N2CCc3ccccc32)c1	/	0.2%
CCC(=O)Nc1ccc(C(=O)NNC(=O)Cc2ccccc2)cc1	3.9	2.3%
OCC1(CCOc2ccccc2)CCN(CCCn2cccn2)CC1	/	-2.9%
O=C(c1ccc(OC2CCN(Cc3ccccn3)CC2)cc1)N1CCCC(O)C1 (stereo unspecified)	/	2.9%
O=S(=O)(c1cccc(S(=O)(=O)N2CCC(Cc3ccccc3)CC2)c1)N1CCOCC1	5.9	-0.3%
COC(=O)C1CCN(CCCOc2ccc(CN3CCN(c4ccc([N+](=O)[O-])cc4)CC3)cc2)CC1	12.7	-10.4%
CCC(=O)N(C)CCc1cc2c(c(OC)c1/C=N/NS(=O)(=O)c1ccc(C)cc1)OCO2	/	1.8%

Structures above that contain bromine:
SMILES	RmlCD inh 1536	M. tuberculosis GlmU
N/C(=N\OS(=O)(=O)c1ccc(Br)cc1)c1ccncc1	15.6	1.2%
C/C(=N\Nc1nc2ccccc2s1)c1ccc(Br)s1	/	5.5%
CS(=O)(=O)N1CCN(C(=O)c2ccc(Br)s2)CC1	9.8	-2.2%
O=C1c2ccccc2CCC12N=NCC2c1ccc(Br)cc1 (stereo unspecified)	10.9	5.6%

The listing continues:
SMILES	RmlCD inh 1536	M. tuberculosis GlmU
CS(=O)(=O)Nc1ccc(C(=O)N2CCCCC2)cc1	-3.0	-0.1%
CCOC(=O)c1csc(NC(=O)c2ccc(OCC)cc2)n1	-8.3	-0.2%
CCCCCCCCNC(C)C(O)c1ccc(SC(C)C)cc1 (stereo unspecified)	/	-10.9%
O=[N+]([O-])c1ccc(N/N=C/c2c[nH]c3ccccc23)cc1	-4.6	-4.0%
C=C(C)C(=O)Nc1ccc(NC(C)C)cc1	/	0.8%
CCOC(=O)N1CCN(C(=O)Nc2ccccc2)CC1	3.4	0.2%
O=C1CN(C(=O)c2cc3ccccc3o2)c2ccccc2N1	-6.0	-6.1%
N#Cc1cnn(-c2ccccc2)c1N	7.6	3.0%
CCOC(=O)C1CCN(C2CC(=O)N(c3cccc(Cl)c3)C2=O)CC1 (stereo unspecified)	-2.9	0.8%
O=C(COC(=O)CSc1ccc2ccccc2c1)NC1CC1	13.0	-0.8%
CC(C)c1cc(NC(=O)c2ccccc2)cc(C(C)C)c1O	5.1	2.1%
CCn1c(CNc2ccc(C)cc2)nnc1SCC(N)=O	/	-2.1%
Cc1cc(=O)[nH]c(SCC(=O)O)c1C#N	8.3	1.5%
O=C(C1=C[C@H](c2ccccc2)C[C@H](OCc2ccc(CO)cc2)O1)N1CCOCC1	/	7.3%
COCCn1c(C)cc(C(=O)COc2ncnc3ccc(Br)cc23)c1C	-5.9	0.4%
O=C(O)c1ccc(/C=N/NC(=S)NC2CCCCC2)cc1	3.3	1.0%
O=C(Oc1cc(=O)oc2ccccc12)c1ccco1	15.7	4.5%

The list is partial; the hit share may differ from the screen's.
